OXTR ag: human OXTR agonists, primary screen, fluorescence, CHO-OTR cells, Fluo-8 calcium; Oxytocin receptor (Homo sapiens), P30559; Fluo-8 calcium fluorescence; normalized: DMSO 0%, oxytocin 100%; activation, % at 3 µM; actives 0.32% (n = 320,000);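 active = activation above the mean of all tested compounds plus 3 SD, cutoff set per screening run, cut at about 20% in these data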;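 note: peak over basal fluorescence ratio from a 100 s FLIPR kinetic read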
Target sequence (P30559 whole entry, looked up): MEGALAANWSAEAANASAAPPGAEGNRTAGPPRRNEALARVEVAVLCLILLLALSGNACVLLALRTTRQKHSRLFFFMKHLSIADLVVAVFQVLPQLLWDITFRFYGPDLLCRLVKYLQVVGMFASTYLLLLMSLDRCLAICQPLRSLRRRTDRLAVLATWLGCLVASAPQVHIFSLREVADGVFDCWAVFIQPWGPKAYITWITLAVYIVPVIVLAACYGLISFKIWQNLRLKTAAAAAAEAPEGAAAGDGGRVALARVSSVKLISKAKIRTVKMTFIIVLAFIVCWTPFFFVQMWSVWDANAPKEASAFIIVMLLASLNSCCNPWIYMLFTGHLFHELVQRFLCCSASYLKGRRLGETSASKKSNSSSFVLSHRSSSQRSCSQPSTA
PHOSPHO1 block: PubChem AID 1565; Phosphoethanolamine/phosphocholine phosphatase (Homo sapiens), Q8TCT1; recombinant PHOSPHO1, absorbance phosphatase assay; inhibition, % at 13.3 µM; actives 1.1% (n = 290,000); in the data active = inhibition above about 60%
Target sequence (Q8TCT1 whole entry, looked up): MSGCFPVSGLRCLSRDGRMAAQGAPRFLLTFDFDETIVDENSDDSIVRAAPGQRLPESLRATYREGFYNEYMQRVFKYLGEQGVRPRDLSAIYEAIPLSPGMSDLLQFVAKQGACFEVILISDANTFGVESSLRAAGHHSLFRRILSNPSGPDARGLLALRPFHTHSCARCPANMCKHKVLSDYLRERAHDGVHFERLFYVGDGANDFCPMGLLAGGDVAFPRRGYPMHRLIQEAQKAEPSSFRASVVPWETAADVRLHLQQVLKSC
GalR3 antag: GalR3 antagonists in HEK293 cells, primary screen, cell-based, fluorescence readout; actives 0.44% (n = 360,000); AID 651719, 2012; HEK293 GalR3-CNG cAMP membrane potential fluorescence; galR3 body fused to GalR1 C-terminus; Galanin receptor type 3 (Homo sapiens), O60755; inhibition, % at 3 µM;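 active = inhibition above the screen-wide average plus 3 SD, cut at about 13% in these data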;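 note: forskolin and galanin both at EC90 stimulate the cells; cAMP rise reported by CNG channel membrane potential dye signal; 0% = forskolin plus galanin with DMSO and 100% = forskolin alone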
Target sequence (O60755 1-299 limits assumed): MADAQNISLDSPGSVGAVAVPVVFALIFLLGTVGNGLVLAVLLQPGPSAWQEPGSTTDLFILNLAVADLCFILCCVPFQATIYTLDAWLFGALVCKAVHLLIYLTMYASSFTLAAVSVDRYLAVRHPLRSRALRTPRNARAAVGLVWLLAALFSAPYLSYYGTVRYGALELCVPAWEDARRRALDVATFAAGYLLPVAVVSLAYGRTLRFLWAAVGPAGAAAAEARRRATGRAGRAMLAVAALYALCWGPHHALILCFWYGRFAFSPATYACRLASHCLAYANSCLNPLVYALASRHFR
GPR7 antag: GPR7 receptor antagonists, primary screen, cell-based, fluorescence, single concentration; actives 1.1% (n = 290,000); Neuropeptides B/W receptor type 1 (Homo sapiens), P48145; GPR7-expressing cells, fluorescence antagonist assay; inhibition, % at 4.4 µM; in the data active = inhibition above about 16%, passing the limit was not always enough;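 note: cells stimulated with the agonist NPW; 0% = agonist with vehicle and 100% = vehicle without agonist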
MEKK2wt PB1 HTS: modulators of MEK5 binding to wildtype MEKK2, primary screen, biochemical, multiplex bead flow cytometry, Alexa488-MEK5. Alexa488-MEK5 binding to MEKK2 WT; actives lie on both sides. binding response (% of control), % at 10 µM. actives 1.1% (n = 290,000); in the data active = binding response below about 67% or above about 130%
MEKK2 mut-MEK5: MEK5 binding signal on mutant MEKK2 PB1, primary screen, biochemical, multiplex bead flow cytometry, Alexa488-MEK5; Alexa488-MEK5 binding to MEKK2 mutant; percent response, % at 10 µM; actives 0.35% (n = 290,000); in the data active = percent response above about 24%, passing the limit was not always enough; note: inactives centre near 1; some results filed as inactive read as strong as hits; reference of the scale not given here
NALP1 inh: NALP1 inflammasome inhibitors in reconstituted yeast, colorimetric, S. cerevisiae, triplicate retest. AID 2071, 2009. actives 0.61% (n = 280,000). S. cerevisiae NALP1/ASC/caspase-1 growth, X-gal OD620, 72 h. inhibition, % at 10 µM; in the data active = inhibition mostly above about 24%, no sharp cut-off; inactive = mostly below about 32%; note: some compounds called inactive have numbers as strong as hits
V1aR counter: agonists of human V1a receptor, primary screen, counter-screen for OXTR agonist project, fluorescence, CHO-V1R cells. activation, % at 3 µM. AID 2797, 2010. Vasopressin V1a receptor (Homo sapiens), P37288. actives 0.25% (n = 320,000). Fluo-8 calcium fluorescence, agonist mode; 0% DMSO, 100% 3 nM vasopressin;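 active = activation above the mean activation of all tested compounds plus 3 SD, per screening run, cut at about 20% in these data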;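 note: signal is peak over basal fluorescence ratio across a 100 second FLIPR read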
MEKK3 PB1 HTS: modulators of MEKK3-MEK5 PB1 binding, primary screen, biochemical, wildtype MEKK3, multiplex bead flow cytometry, Alexa488-MEK5; AID 1529, 2009; binding response (% of control), % at 10 µM; actives 1.4% (n = 290,000); bead-based flow cytometry, Alexa488-MEK5 binding to MEKK3; actives lie on both sides; 0 = blocked by unlabeled MEK5, 100 = vehicle; Mitogen-activated protein kinase kinase kinase 3 (Homo sapiens), Q99759;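 active = binding response more than 3 SD above or below the average of its plate-row segment, actives on both sides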;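 note: Alexa488 bead fluorescence after subtracting the streptavidin-only scavenger bead signal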
An asterisk follows results filed as active; nt = no result given. An unsorted share of the library; about 5.4% have a hit in one of these screens.

SMILES	OXTR ag	PHOSPHO1 block	GalR3 antag	GPR7 antag	MEKK2wt PB1 HTS	MEKK2 mut-MEK5	NALP1 inh	V1aR counter	MEKK3 PB1 HTS
O=C1NC(NS(=O)(=O)c2ccccc2)(C(F)(F)F)C(=O)N1c1cccc(Cl)c1 (configuration not stated)	0.5	-4	-9	6	92	-7	13	0.9	93
COCC(C)N1CCC(Oc2cccc(C(=O)NCCc3ccccc3)c2)CC1 (configuration not stated)	0.0	47	-2	1	104	4	16	2.6	102
CN(NC(=O)C1CC(=O)N(c2ccccc2)C1)C1=NS(=O)(=O)c2ccccc21 (configuration not stated)	-0.2	24	-1	-13	92	-6	13	-0.5	101
CCOC(=O)c1ccc2c(c1)C(=O)N(C1CCCCC1)C2=O	-0.2	-2	-1	2	93	1	10	0.0	99
O=C1OC(N2CCN(Cc3ccccc3)CC2)c2ccccc21 (configuration not stated)	1.5	nt	-3	-9	91	0	nt	0.9	100
Cc1ccccc1C(=O)Nc1ccccc1-n1cccc1	-1.3	19	-3	-3	101	-3	8	-1.0	90
COc1ccc(-c2[nH]ncc2CN2CCC(OCc3cccnc3)CC2)c(F)c1	-0.5	16	-6	-12	104	0	-1	0.6	100
Cc1cccc(NC(=O)/C=C/c2ccc3c(c2)OCO3)n1	-1.4	7	-3	7	107	18	34	0.0	104
CC(=O)c1cccc(NC(=S)NC(=O)c2ccc(Cl)cc2)c1	-1.7	-12	0	-9	107	1	22	-0.6	128
COc1ccc(C)cc1NC(=O)CC1COc2ccccc2O1 (configuration not stated)	-2.5	27	-3	-11	92	0	8	-0.3	89
COCCn1c(=NC(=O)CCS(=O)(=O)c2ccccc2)sc2c(OC)ccc(OC)c21	-0.8	22	-1	-15	111	9	0	-0.8	102
COc1ccc(NC(=O)CN(C)C(=O)C23CC4CC(CC(C4)C2)C3)cc1	-1.9	5	-5	-12	107	5	1	-0.3	104
COc1ccc(Nc2cc(C)c3cc([N+](=O)[O-])ccc3n2)cc1	-1.1	7	-2	21	105	2	29	-0.3	104
N#C/C(=C\c1ccc(F)cc1)c1nc(-c2ccco2)cs1	0.6	-2	-4	-4	108	-1	40	-0.1	118
Cc1sc2ncnc(Sc3ccccc3C(=O)Nc3ccccc3Cl)c2c1C	-0.8	-9	-4	4	102	7	15	-0.6	101
O=C(Nc1cc2c(cc1Cl)OCCO2)c1ccco1	-0.8	-10	-3	-13	101	-3	5	-0.5	96
O=C(O)C(c1ccccc1)N1C(=O)c2cccc3cccc(c23)C1=O (configuration not stated)	-1.1	24	-4	-5	100	19	-11	0.9	103
COc1cccc(/C=C2\SC(=O)NC2=O)c1OCc1ccc(C(=O)O)cc1	0.6	17	-1	-13	78	-15	8	0.7	90
Nc1ncc(Br)cc1S(=O)(=O)NCCC(=O)NCCc1ccccc1	-0.2	30	-8	6	101	7	8	-0.4	98
Cc1noc(C)c1/C=N/Nc1ccccn1	-0.2	4	-5	-6	97	-6	11	-1.1	91
Cc1oc2nc(SCC(=O)NCc3cccnc3)nc(N)c2c1C	-0.5	-21	-5	-7	102	-2	7	0.1	102
CCOC(=O)c1c(C)nn(-c2ccc(NC(=O)/C=C/C(=O)O)cc2)c1C	-0.5	27	3	-6	110	18	nt	0.2	113
O=C(CSc1n[nH]c(=O)[nH]c1=O)Nc1cccc(S(=O)(=O)N2CCOCC2)c1	0.1	-11	-2	-3	101	-4	-2	-0.6	101
Nc1nnc(/C=C/c2cccc([N+](=O)[O-])c2)s1	-1.1	9	1	-10	99	0	18	0.2	99
COc1ccc(CCNC(=O)C2CC3Cn4c(nc5ccccc54)C3N2Cc2ccccc2)cc1 (configuration not stated)	0.6	nt	-5	nt	103	2	nt	2.1	105

Next part, starting with the last 4 of the part before.
SMILES	OXTR ag	PHOSPHO1 block	GalR3 antag	GPR7 antag	MEKK2wt PB1 HTS	MEKK2 mut-MEK5	NALP1 inh	V1aR counter	MEKK3 PB1 HTS
CCOC(=O)c1c(C)nn(-c2ccc(NC(=O)/C=C/C(=O)O)cc2)c1C	-0.5	27	3	-6	110	18	nt	0.2	113
O=C(CSc1n[nH]c(=O)[nH]c1=O)Nc1cccc(S(=O)(=O)N2CCOCC2)c1	0.1	-11	-2	-3	101	-4	-2	-0.6	101
Nc1nnc(/C=C/c2cccc([N+](=O)[O-])c2)s1	-1.1	9	1	-10	99	0	18	0.2	99
COc1ccc(CCNC(=O)C2CC3Cn4c(nc5ccccc54)C3N2Cc2ccccc2)cc1 (configuration not stated)	0.6	nt	-5	nt	103	2	nt	2.1	105
Cc1cc2c(c(Sc3ccccc3)n1)C(=O)OC2	0.1	22	-5	-3	97	-3	23	0.1	100
CC(C)(C)C1CCC(=NOC(=O)c2ccc(F)cc2)CC1 (configuration not stated)	-2.4	-5	-7	-7	99	-1	-22	-1.5	106
O=C(O)CCNc1ccc(Cl)cc1	-0.2	11	-2	-8	100	-2	10	1.1	102
Cc1ccc(NC(=S)N2CCCC(c3nc4ccc(C)cc4[nH]3)C2)c(C)c1 (configuration not stated)	-1.1	22	-1	4	97	-5	21	-0.7	96
CCOC(=O)c1c(-c2ccc(C)o2)csc1NC(=O)CN1CCC(C(N)=O)CC1	-1.8	16	-7	-24	96	-7	-5	-1.1	103
CN(C)C(=S)N=Nc1[nH]c2ccccc2c1O	0.5	-185	-5	-1	94	-3	-18	1.4	98
O=C1/C(=C\c2ccccc2)CCc2c1[nH]c1ccccc21	-0.8	17	-9	12	96	1	32	-1.4	99
Cc1cc(OCC(=O)N(C)Cc2ccccc2)ccc1Cl	-2.1	19	-11	0	106	5	8	1.5	103
COc1ccccc1N(CC(=O)Nc1ccc(C(F)(F)F)cc1)S(C)(=O)=O	0.5	13	-2	5	105	11	14	2.5	103
CCc1ccccc1NC(=O)N1CCC(NC(=O)C(Cc2ccccc2)NC(C)=O)CC1 (configuration not stated)	0.5	35	-2	-8	89	-9	-13	0.1	95
COC(=O)C(O)(CC(=O)c1ccc(OC)cc1)C(F)(F)F (configuration not stated)	-0.3	14	-4	-5	100	5	16	-0.1	103
COC(=O)Cn1c(CN2CCOCC2)nc2c1c(=O)n(C)c(=O)n2C	0.6	15	nt	0	104	5	-86	1.1	105
COc1ccc(OCc2nnc(SCC(=O)N3CCOCC3)o2)cc1	0.4	41	-1	-9	108	-1	10	0.3	108
COc1cc(S(=O)(=O)Nc2ccncc2)ccc1F	1.1	-21	-5	-1	85	-16	5	0.8	85
O=C(CSc1nnc(-c2ccncc2)o1)Nc1ccccc1Cl	-0.9	-14	1	-13	104	13	24	0.0	107
O=C(CC1C(=O)NCCN1C(=O)c1ccccc1)Nc1cc(Cl)ccc1Cl (configuration not stated)	1.7	14	0	-15	95	-2	3	0.9	101
O=C(COC(=O)C1C2CC3OC(=O)C1C3C2)Nc1cccc(Cl)c1 (configuration not stated)	2.8	23	-7	-7	104	1	20	0.5	103
O=C(/C=C/c1ccc(Br)cc1)NC1CCCCCC1	-1.3	27	-9	10	98	0	4	-1.3	97
Cc1cc(Cl)ccc1NC(=O)CCC(=O)N/N=C/c1cccnc1	nt	42	-4	-9	103	4	-1	nt	103
O=C(CNC(=O)Cc1ccccc1)NCC(=O)OCc1ccccc1	0.0	33	-3	-2	102	2	19	0.2	103
Cc1ccc(C)c(S(=O)(=O)Nc2cc(C)on2)c1	1.1	28	-1	3	98	0	23	3.2	93
Cc1ccc(SCc2cc(=O)n(C)[nH]2)cc1	-0.9	16	-7	-10	99	1	12	-0.1	104
CC1Cc2ccccc2N1S(=O)(=O)c1cnc(Cl)c(Br)c1 (configuration not stated)	-2.2	15	7	4	92	-7	9	-0.5	93
COc1ccc(/C=C/C(=O)NC(=S)Nc2cc3oc4ccccc4c3cc2OC)cc1	0.2	-3	-4	-3	100	-2	29	1.1	99
CC(=O)NC1C(=O)N=C(SCC(=O)Nc2ccc(C(F)(F)F)cc2Cl)NC1=O (configuration not stated)	0.8	4	-2	5	97	-1	11	-0.7	105

Other results follow:
SMILES	OXTR ag	PHOSPHO1 block	GalR3 antag	GPR7 antag	MEKK2wt PB1 HTS	MEKK2 mut-MEK5	NALP1 inh	V1aR counter	MEKK3 PB1 HTS
Fc1ccc(NC(=S)N2CCc3[nH]c4ccccc4c3C2)cc1	4.0	16	-5	1	97	-12	-3	4.1	89
CC(=O)Cc1nsc(NC(=O)c2cccc(F)c2)n1	0.0	11	0	1	101	-2	0	0.9	101
Cc1ccc(C(=O)NNC2=Nc3cc([N+](=O)[O-])ccc3OC2)cc1	3.8	-8	9	-10	85	-18	11	1.3	88
O=C(CSc1nnnn1-c1ccccc1)Nc1nsc(-c2ccc(Cl)cc2)n1	2.2	51	-4	1	101	5	4	1.6	106
COc1ccc(OCc2cc(C(=O)N3CCC(OC)CC3)no2)c2ccccc12	-1.0	9	1	-1	108	7	-1	-0.1	103
CC1CN(c2oc(-c3cccs3)nc2C#N)CC(C)O1 (configuration not stated)	-1.9	59	0	-4	114	2	21	0.1	107
CC1CCc2cc(F)ccc2N1C(=O)CN1C(=O)c2ccccc2C1=O (configuration not stated)	-0.9	-28	-2	-18	103	4	-1	-0.2	100
COc1ccc(-c2nc(C#N)c(NCC3CCCO3)o2)cc1 (configuration not stated)	0.8	-2	-10	-9	113	12	35	0.0	111
C=CCSc1n[nH]c(-c2cccs2)n1	0.5	3	-3	-5	92	3	21	0.3	98
COc1ccc(CCNC(=O)c2cc3sccc3n2C)cc1OC	0.6	-22	-5	-8	104	10	3	0.3	103
CC1CC(Nc2ccccc2)c2ccccc2N1C(=O)c1cccnc1 (configuration not stated)	0.2	1	-1	-10	104	11	7	0.5	114
Cc1ccc2nc(C)cc(C(=O)N3CCCC(CO)(Cc4ccccc4C)C3)c2c1 (configuration not stated)	-1.6	24	-2	-7	97	-2	-6	-0.6	102
COc1ccc(N/C=C(\C#N)c2ccc(OCCCF)cc2)cc1	-1.7	-1	-2	3	101	3	0	-0.6	103
O=c1c2sccc2[nH]c(=S)n1-c1ccccc1	0.3	27	-5	-9	101	-3	-2	1.0	103
CC(Sc1ccccc1)C(=O)N1CCN(S(=O)(=O)c2ccccc2)CC1 (configuration not stated)	0.6	35	0	-7	100	13	3	4.0	101
NS(=O)(=O)c1ccc(CNC(=S)Nc2ccc(F)c(Cl)c2)cc1	0.9	-18	-6	3	93	-7	-1	1.9	95
C=CCNC(=S)Nc1ccc2cn[nH]c2c1	1.2	-10	-2	-18	100	1	19	0.5	99
Cc1ccc(-c2csc(N3N=C(c4ccccc4)/C(=C\c4ccc(N(C)C)cc4)C3=O)n2)cc1	0.2	20	nt	-6	nt	nt	14	-0.8	nt
Cn1c(=O)c2c(nc(N3CCCCCC3)n2CC(O)COc2ccccc2)n(C)c1=O (configuration not stated)	-0.8	24	-4	-6	111	4	16	-0.3	109
CCOc1c(Cl)cc(CNc2ccc(S(N)(=O)=O)cc2)cc1OC	3.2	-6	1	-3	107	2	28	3.2	111
